# Screening data: PubChem, several laboratories
# hgDAF-12 ag: H. glycines DAF-12 receptor agonists, primary screen, cell-based, luminescence, HEK293, GAL4 fusion, UAS-luciferase. HEK293 GAL4-hgDAF12 UAS-luciferase reporter, agonist luminescence; normalized to butyrate control. activation, % at 6.8 µM. 370,000 compounds, 1.8% hits. AID 687014, 2013;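 active = activation above a cutoff set at the mean of all screened compounds plus 3 SD, cut at about 10% in these data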;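 note: 0% = DMSO wells and 100% = sodium butyrate wells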
# DAX1 inh-1: DAX1 (NR0B1) inhibitors on StAR promoter, primary screen, cell-based, luminescence, SF-1 (NR5A1), full-length DAX-1; inhibition, % at 6.8 µM; AID 652010, 2013; 370,000 compounds, 1.1% hits; HEK293T StAR-luciferase reporter, SF-1/DAX-1 repression relief;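 active = inhibition above the mean over all tested compounds plus 3 SD, cut at about 3.6% in these data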;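 note: 0% = DAX-1 cells with DMSO and 100% = cells lacking DAX-1 with DMSO; higher inhibition means more luminescence from relief of DAX-1 repression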
# GAA850 FXN act: FXN promoter activators, primary screen, cell-based, luciferase luminescence, HEK293 lucGAA850; HEK293 lucGAA850 FXN promoter luciferase reporter, 24 h; percent of 10 µM SAHA response; activation, % at 6 µM; 360,000 compounds, 0.56% hits; AID 540364, 2011;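 active = activation above the average of all compounds screened plus 3 SD, cutoff fixed separately per campaign, cut at about 7.5% in these data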;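 note: 0% = DMSO wells and 100% = 10 µM SAHA wells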
# hcDAF-12 act: H. contortus DAF-12 nuclear receptor activators, primary screen, cell-based, luminescence, HEK293, lit1-tk-luc reporter. HEK293 hcDAF-12 lit1-tk-luc reporter; 0% DMSO, 100% Δ7-dafachronic acid. activation, % at 6.8 µM. 370,000 compounds, 1.4% hits. AID 652067, 2013;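 active = activation above the mean of all tested compounds plus 3 SD, cut at about 5.5% in these data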;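 note: 100% = response to 3 µM Δ7-dafachronic acid high control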
# KLK7 zymogen act: proKLK7 zymogen activators, primary screen, biochemical, fluorescence intensity | purified proKLK7, EDANS-DABCYL substrate fluorescence; 100% is mature enzyme control, 0% vehicle | activation, % at 7 µM | 370,000 compounds, 0.9% hits | AID 652039, 2013;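 active = activation above the mean of all tested compounds plus 3 SD, computed per campaign excluding outliers beyond control limits, cut at about 13% in these data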
# sPLA2-III inh: human group III sPLA2 inhibitors, primary screen, biochemical, QFRET, BODIPY PC-A2 liposome substrate. Group 3 secretory phospholipase A2 (Homo sapiens), Q9NZ20. QFRET BODIPY PC-A2 liposome hydrolysis, fluorescence. inhibition, % at 12.2 µM. 370,000 compounds, 0.56% hits. AID 743126, 2013;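 active = inhibition above mean plus 3 SD of compounds lying within the high and low control bounds, cut at about 19% in these data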;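 note: 0% = median of test compound wells and 100% = no enzyme DMSO wells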
# DAX1 inh-2: DAX1 (NR0B1) inhibitors, primary screen, cell-based, HEK293, Gal4-DAX1, luciferase luminescence. 340,000 compounds, 0.99% hits. inhibition, % at 6.75 µM. AID 504766, 2011. HEK293 Gal4-DAX1 luciferase reporter;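 active = inhibition above the mean over all tested compounds plus 3 SD, cut at about 4.2% in these data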;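 note: 0% = DAX1-transfected cells with DMSO and 100% = empty-vector control cells with DMSO; inhibition shows as a rise in luminescence from relieved DAX1 repression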
# NPR1 activator: GC-A stimulated cGMP production enhancers – HEK293 GC-A cells, cGMP TR-FRET, EC30 ANP, primary screen. Atrial natriuretic peptide receptor 1 (Homo sapiens), P16066. 0% at EC30 ANP, 100% saturating ANP. activation, % at 10 µM. 370,000 compounds, 0.14% hits. AID 1671463, 2021; in the data active = activation above about 40%
# NPR2 activator: human GC-B receptor activators, primary screen, HEK293 GC-B cells, cGMP TR-FRET, EC30 CNP. AID 1920062, 2024. activation, % at 10 µM. 370,000 compounds, 0.11% hits. 0% at EC30 CNP, 100% saturating CNP. Atrial natriuretic peptide receptor 2 (Homo sapiens), P20594;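 active = activation at 10 µM reaching about 35% in either raw or pattern-adjusted values, limit read from the data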
# Target sequence (P20594 whole entry, looked up): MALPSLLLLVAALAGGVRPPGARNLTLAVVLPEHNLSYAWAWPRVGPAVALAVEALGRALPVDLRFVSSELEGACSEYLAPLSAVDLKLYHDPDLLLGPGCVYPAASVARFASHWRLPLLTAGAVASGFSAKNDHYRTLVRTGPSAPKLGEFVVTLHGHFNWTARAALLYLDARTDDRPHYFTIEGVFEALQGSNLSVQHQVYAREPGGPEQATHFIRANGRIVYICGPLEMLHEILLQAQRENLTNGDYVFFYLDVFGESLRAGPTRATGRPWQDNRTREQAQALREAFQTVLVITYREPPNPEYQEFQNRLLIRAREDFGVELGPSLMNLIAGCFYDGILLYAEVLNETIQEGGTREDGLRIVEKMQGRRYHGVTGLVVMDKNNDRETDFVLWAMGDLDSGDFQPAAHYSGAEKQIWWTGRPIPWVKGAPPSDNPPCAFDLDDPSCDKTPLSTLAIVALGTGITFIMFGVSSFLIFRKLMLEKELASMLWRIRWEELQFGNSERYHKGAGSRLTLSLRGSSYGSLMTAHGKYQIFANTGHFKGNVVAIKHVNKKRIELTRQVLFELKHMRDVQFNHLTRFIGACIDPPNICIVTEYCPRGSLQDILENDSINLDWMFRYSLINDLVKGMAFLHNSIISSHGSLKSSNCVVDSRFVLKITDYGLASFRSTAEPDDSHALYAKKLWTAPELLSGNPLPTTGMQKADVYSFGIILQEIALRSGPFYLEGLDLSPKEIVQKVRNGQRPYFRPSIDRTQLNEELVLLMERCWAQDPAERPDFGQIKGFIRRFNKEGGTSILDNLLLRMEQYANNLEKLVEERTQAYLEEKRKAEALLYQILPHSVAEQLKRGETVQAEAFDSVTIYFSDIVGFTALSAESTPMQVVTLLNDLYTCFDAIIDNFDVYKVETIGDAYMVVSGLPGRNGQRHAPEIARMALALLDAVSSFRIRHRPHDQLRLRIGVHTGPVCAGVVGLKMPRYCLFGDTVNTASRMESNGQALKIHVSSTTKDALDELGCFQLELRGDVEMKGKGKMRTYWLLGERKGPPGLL
# SMARCA2 act: SMARCA2 (BRM) function activators, primary screen, cell-based, luminescence, high throughput. 370,000 compounds, 1% hits. MG213 cells, MMTV-luciferase reporter, dexamethasone, overnight. activation, % at 9.1 µM; in the data active = activation above about 7.8%;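 note: 0% = vehicle wells and 100% = reference activator wells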
# ssDAF-12 act: S. stercoralis DAF-12 nuclear receptor activators, primary screen, cell-based, luminescence, HEK293, GRIP1 co-expression, lit1-tk-luc; Nuclear hormone receptor DAF-12 (Strongyloides stercoralis); 370,000 compounds, 1% hits; activation, % at 6.8 µM; HEK293 ssDAF-12/GRIP1 lit1-tk-luc reporter; % of 3 µM dafachronic acid response; AID 652126, 2013;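 active = activation above the mean over all tested compounds plus 3 SD, cut at about 0.9% in these data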;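 note: 0% = DMSO-only wells and 100% = 3 µM delta7-dafachronic acid wells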
# Starred values were filed as active, the others as inactive; / = no result given.
Molecule,hgDAF-12 ag,DAX1 inh-1,GAA850 FXN act,hcDAF-12 act,KLK7 zymogen act,sPLA2-III inh,DAX1 inh-2,NPR1 activator,NPR2 activator,SMARCA2 act,ssDAF-12 act
CC1CCCCN1CCn1c(=S)[nH]c2cc3c(cc2c1=O)OCO3 (configuration not stated),2.7,2.6,1.2,0.3,-0.7,13,1.0,6,-2,-1,-1.1
NS(=O)(=O)c1ccc(O)c(N2C(=O)c3cccc4c(C(=O)O)ccc(c34)C2=O)c1,2.9,-0.1,-1.2,1.4,-0.7,8,2.3,-1,-2,-2,-1.2
Nc1c(S(=O)(=O)c2ccccc2)c2nc3ccccc3nc2n1Cc1ccco1,-0.3,-0.1,2.9,0.2,-76,-48,0.3,-13,-9,-2,-1.6
CCc1c(C)nc2ncnn2c1N1CCC(C(=O)N2CCN(c3ccc(F)cc3)CC2)CC1,-4.1,-1.0,-1.7,-2.0,-0.1,4,-0.3,1,0,-2,-1.9
COc1ccc2cc(C(C)c3nc4ccccc4c(=O)n3N)ccc2c1 (configuration not stated),-3.7,-0.8,-0.7,-3.3,0.7,-1,-1.8,2,3,-4,-0.8
COC(=O)c1ccccc1S(=O)(=O)N1CCC(C(=O)Nc2ccccc2N2CCOCC2)CC1,0.5,-1.0,0.4,0.3,0.4,-7,0.2,-2,1,7,-1.2
COc1ccc(CCNC(=O)/C(C#N)=C/c2ccc(OCC(=O)NCC3CCCO3)cc2)cc1OC (configuration not stated),1.3,-0.2,1.3,-2.4,0.2,0,0.0,2,-4,-2,-1.6
Cc1cc2nc(-c3cccc(NC(=O)c4ccc(Br)o4)c3C)oc2cc1C,-3.0,0.2,-5.7,-0.4,-4.5,-5,-0.6,5,4,-6,-2.2
Cn1ncc(Br)c1C(=O)N1CCCC1,-0.2,0.2,1.8,0.1,-0.4,2,0.0,-1,-5,-1,-0.9
CN(C)/C=N/c1c(C#N)cnn1-c1ccccc1,2.8,-0.2,-0.9,-1.6,-0.2,1,-0.7,4,3,-4,-1.1
O=C(O)c1c(C(=O)O)c(-c2ccc(F)cc2)n2c1CCC2,1.4,0.2,1.5,0.4,0.0,0,-0.4,4,3,0,-0.9
Cc1c(N2C(=O)c3cccc4cccc(c34)C2=O)cnn1C,-1.3,0.2,2.2,-1.5,-0.1,-3,-1.0,0,-8,-2,-0.9
C#CCNC(=O)C(C)c1ncc(C(F)(F)F)cc1Cl (configuration not stated),2.1,-0.2,-0.7,-1.4,0.5,1,-0.5,1,1,0,-1.1
CC(C)C(=O)Nc1cccc(C(=O)Nc2ccc(S(=O)(=O)Nc3nccs3)cc2)c1,-3.4,0.7,-1.0,0.7,-0.4,-6,0.6,2,1,-2,0.2
Cc1sc2ncn(CC(=O)N3CCCC(C)C3)c(=O)c2c1S(=O)(=O)N1CCCCC1 (configuration not stated),-1.1,-0.2,0.1,-2.4,1.0,2,-1.5,4,5,-1,-0.9

# The list continues.
Molecule,hgDAF-12 ag,DAX1 inh-1,GAA850 FXN act,hcDAF-12 act,KLK7 zymogen act,sPLA2-III inh,DAX1 inh-2,NPR1 activator,NPR2 activator,SMARCA2 act,ssDAF-12 act
Cc1nn(-c2ccccc2)c2nc(C(F)F)cc(C(F)F)c12,-0.1,-1.6,4.0,-0.6,-0.4,8,0.8,-2,-3,-2,-0.7
CCC(CC)C1=NN2C(=N)/C(=C\c3cc(C)n(-c4cccc(C)c4)c3C)C(=O)N=C2S1,-0.3,0.1,-1.5,-2.1,0.3,-7,2.5,-4,5,3,-1.5
CCc1c(C)nc2c(C#N)c(C)[nH]n2c1=O,-0.7,-0.2,1.2,-1.3,0.5,1,0.4,-2,0,2,-1.4
Cc1cc(/C=C2\SC(=S)N(Cc3ccco3)C2=O)c(C)n1-c1cccnc1,1.9,-0.4,-1.7,1.0,-0.2,-3,-1.0,-1,-2,5,-0.5
CCOC(=O)N1CCN(C(=O)c2ccc3c(=O)n(Cc4ccccc4)c(=S)[nH]c3c2)CC1,1.3,0.1,-1.1,-1.1,0.5,1,0.0,5,-5,-2,-0.9
CN(C)C(=O)c1cccc(-c2cnc3sc(NCc4ccc5c(c4)OCO5)nn23)c1,0.3,-0.7,-3.5,-4.1,0.6,-6,/,39,43*,-4,-2.1
CC1(C)NC(=O)N(CC(=O)N2CCN(S(=O)(=O)c3ccccc3C(F)(F)F)CC2)C1=O,-1.6,0.7,1.7,-1.7,-0.2,12,1.6,2,-2,-2,-0.9
CN(C)S(=O)(=O)c1cccc(C(=O)NCC2CCCCC2)c1,2.1,-0.2,-1.6,2.0,0.6,-3,0.6,3,2,0,-0.3
CN(C)S(=O)(=O)c1ccc(C(=O)NCc2ccco2)cc1,2.9,-0.9,1.8,-0.8,0.7,-1,-0.3,4,1,0,-1.4
CC1(c2ccc(OC(F)F)cc2)NC(=O)N(CC(=O)Nc2ccc(OC(F)F)cc2)C1=O (configuration not stated),-2.5,-0.4,-0.8,-3.1,0.6,-25,-1.3,6,-3,-1,-1.4
COC(=O)[C@@H](Cc1ccccc1)NC(=O)CC[C@H]1O[C@@H](n2cc(C)c(=O)[nH]c2=O)C[C@@H]1O,2.3,0.9,-1.6,-0.5,0.2,7,1.8,-1,2,2,-0.9
CSc1ncccc1C(=O)NC1CCN(Cc2ccccc2)CC1,2.1,3.0,0.8,-0.9,0.2,-4,-0.2,4,1,2,-0.7
Cc1cccc(N2CCN(C(=O)c3ccc(NC(=O)CC4SC(N5CCCC5)=NC4=O)cc3)CC2)c1C (configuration not stated),-1.5,-1.0,0.4,-1.5,0.1,-31,-0.7,-3,2,-2,-0.8
COc1cc2c(cc1O)C(SC)=NC(C)(C)C2,0.2,-0.4,-2.0,0.2,-0.7,5,0.7,8,2,4,-1.1
O=C(CSc1ccc(-c2ccc(Br)cc2)nn1)N1CCOCC1,2.6,0.4,3.5,-0.1,0.0,-2,-0.3,1,-6,-1,-1.8

# Later entries:
Molecule,hgDAF-12 ag,DAX1 inh-1,GAA850 FXN act,hcDAF-12 act,KLK7 zymogen act,sPLA2-III inh,DAX1 inh-2,NPR1 activator,NPR2 activator,SMARCA2 act,ssDAF-12 act
O=C(CCC(=O)Nc1ccccc1Cl)NNC(=O)COc1ccc([N+](=O)[O-])cc1,0.2,1.6,0.4,0.2,-1.2,8,1.9,3,1,-2,-0.8
O=[N+]([O-])c1cccc(CSC2=NCCN2S(=O)(=O)c2ccccc2)c1,-1.6,-0.1,3.3,-1.8,0.4,-11,0.2,-3,7,0,-0.9
COC(=O)C1=C(C)N(Cc2ccc(C(F)(F)F)cc2)C(=NCc2cccc(C(F)(F)F)c2)NC1c1ccccc1C(F)(F)F (configuration not stated),9.2,0.0,/,0.5,-0.5,-14,/,2,3,-2,-0.8
COc1ccc(NS(=O)(=O)c2cc(NC(=O)C3CC3)ccc2N2CCOCC2)cc1,-2.7,0.0,0.3,-1.8,0.5,-1,1.1,-1,-1,-1,-2.1
CCOc1ccc(NC(=O)CN2C(=O)C3CCCN3C2=O)cc1 (configuration not stated),1.7,0.6,1.5,0.6,-0.3,8,4.7*,2,5,0,-1.1
COc1ccc(NC(=O)NNC(=O)c2ccc(Cl)cc2Cl)cc1OC,0.9,-0.6,2.1,-0.1,0.5,-8,0.6,-2,3,-2,-1.4
Cc1ccc2c(Cl)cc(Cl)c(OCC(=O)Nc3cccc(S(=O)(=O)N(C)C)c3)c2n1,0.3,-0.3,2.3,1.4,-0.3,-2,-1.3,3,7,-1,-1.5
Fc1cccc(Cl)c1CNc1ccc(N2CCCC2)cc1,-0.3,-0.3,1.3,0.9,-0.1,3,0.9,-7,3,-1,-0.8
O=C(c1ccccc1-n1cccc1)N1N=C(C(F)F)CC1(O)C(F)F (configuration not stated),-0.7,0.3,1.1,-1.8,-0.5,0,-0.5,-1,-5,-2,-1.6
O=C(c1ccc(F)cc1F)N1CCCC(c2nc(-c3ccc(F)cc3)no2)C1 (configuration not stated),-1.3,-0.6,1.8,-2.0,0.9,-9,-0.8,0,1,-3,-1.3
CC(C)C[C@H]1COCCS(=O)(=O)N1Cc1cccc(Cl)c1,-0.4,-0.5,-1.1,2.8,0.1,2,-1.0,-5,-16,0,-1.1
COC(=O)c1ccc(NC(=O)Nc2ccc(F)cc2)cc1,4.3,-0.7,-0.4,-1.2,-0.7,-30,0.8,4,4,2,-1.4
Cc1ccc(C2C3=C(CC(C)(C)CC3=O)N=C3c4ccccc4C(=O)C32)cc1 (configuration not stated),-5.6,-1.6,-4.8,-4.4,0.8,16,-1.8,-20,-1,-4,-2.0
CCc1nnc(NS(=O)(=O)c2ccc(NC(=O)c3cccc(Cl)c3)cc2)s1,-0.6,0.6,1.3,-0.6,0.5,-49,2.8,0,0,0,-1.2
COc1ccc2[nH]c(C(=O)N3CCNCC3)cc2c1OC,-2.4,-0.5,-0.3,-1.1,0.1,-1,-0.7,-2,1,2,-1.1

# Next entries follow:
Molecule,hgDAF-12 ag,DAX1 inh-1,GAA850 FXN act,hcDAF-12 act,KLK7 zymogen act,sPLA2-III inh,DAX1 inh-2,NPR1 activator,NPR2 activator,SMARCA2 act,ssDAF-12 act
COC(=O)C1=C(C)N(C)C(=NCc2ccc3c(c2)OCO3)NC1c1ccc(C(F)(F)F)cc1 (configuration not stated),1.3,-0.1,/,-0.3,-0.3,-15,/,-15,-14,-3,-0.3
Cc1noc(C)c1-c1ccc(C(=O)NCc2ccc(Cl)cc2)c2occc12,-1.7,-0.1,0.9,0.3,0.0,-2,/,16,23,-6,-1.7
C[C@@H]1CCCCO[C@@H](CN(C)C(=O)C2CCCCC2)[C@@H](C)CN([C@H](C)CO)C(=O)c2cc(NC(=O)NC3CCCCC3)ccc2O1,-1.4,-0.7,-1.6,-1.0,0.6,-7,0.2,3,5,-4,-0.9
c1ccc(CSCCc2ccncc2)cc1,1.2,-1.0,1.5,-1.2,0.2,0,1.3,-1,3,1,-0.8
CC(=O)Oc1ccc(C(=O)[C@H]2[C@H]3C(=O)N(c4ccc(C)cc4)C(=O)[C@H]3[C@@H]3C=CC=NN32)cc1,16*,1.9,5.6,5.9*,0.2,-14,-0.1,-1,1,1,0.2
COc1ccccc1-c1cccc(-c2nc(C(=O)Nc3nccs3)cc3c2[C@@H](CCO)N(C(C)=O)C3)c1,-4.0,-3.6,/,-1.8,-3.7,-11,/,3,3,-1,-1.5
CC1CCN(C(=O)c2nc[nH]c2C(=O)O[C@H](C)c2ccccc2)CC1,2.1,-0.1,0.5,-1.7,0.6,-5,0.5,0,1,0,-1.4
